# Screening results: PubChem BioAssay, Broad Institute
# SIRT5 block: SIRT5 desuccinylase inhibitors, primary screen, biochemical, fluorescence imaging, single point, set 5. NAD-dependent protein deacylase sirtuin-5, mitochondrial (Homo sapiens), Q9NXA8. Purified SirT5, succinyl-peptide AMC, trypsin-coupled fluorescence. inhibition, % at 15 µM. 1.1% of 330,000 active. AID 652115, 2013; in the data active means inhibition above about 15%
# Target sequence (Q9NXA8 whole entry, looked up): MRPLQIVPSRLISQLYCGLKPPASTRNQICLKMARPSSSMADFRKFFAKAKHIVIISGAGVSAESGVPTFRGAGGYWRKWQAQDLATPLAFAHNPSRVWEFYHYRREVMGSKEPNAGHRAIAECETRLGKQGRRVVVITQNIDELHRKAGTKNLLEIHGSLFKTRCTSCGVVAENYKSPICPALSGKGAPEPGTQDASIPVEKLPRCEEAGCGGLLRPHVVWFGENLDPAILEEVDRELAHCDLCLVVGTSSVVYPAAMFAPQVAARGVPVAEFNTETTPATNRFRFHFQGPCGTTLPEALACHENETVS
# S100A4 MyoIIA: inhibitors of S100A4-myosin IIA peptide binding, primary screen, biochemical, fluorescence polarization, TAMRA-MyoIIA peptide; 0.14% of 360,000 active; Protein S100-A4 (Homo sapiens), P26447; inhibition, % at 10.7 µM;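 active means mean inhibition of at least 70% across replicates, with every replicate also reaching that level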
# Target sequence (P26447 whole entry, looked up): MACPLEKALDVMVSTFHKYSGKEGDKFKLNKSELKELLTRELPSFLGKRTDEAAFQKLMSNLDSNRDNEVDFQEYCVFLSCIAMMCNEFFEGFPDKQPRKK
#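 Compound dosing: one dose per compound; test system: human S100A4 monomer with TAMRA-labelled myosin IIA peptide; probe or stimulus: TAMRA-labelled myosin IIA heavy-chain peptide probe, 5 nM; medium: HEPES buffer with Ca2+, pH 7.2; schedule: 5 min incubation before reading; benchmarks: neutral control DMSO, positive control TFP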
# esBAF inh: Bmi1 luciferase reporter increase in mESCs, primary screen, esBAF inhibitor project, mouse ES cells, Bmi1 luciferase knock-in, single point. 24 h; 100% = twice the neutral-well signal. 2% of 350,000 active. reporter increase, % at 12.5 µM; in the data active means activation above about 40%;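 further: 0% = median of the plate's neutral control wells and 100% = double that signal; a rise in the Bmi1 reporter signal indicates esBAF inhibition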
# Statin myotox sup: suppressors of statin myotoxicity in C2C12 myotubes, primary screen, cell-based, single point, plate reader. C2C12 myotubes + simvastatin, ATP luminescence, 48 h; scaled: DMSO 0, geranylgeraniol control 100. rescue of ATP level, % at 7.49 µM. 0.78% of 330,000 active;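 active means mean ATP rescue above about 67%, or every replicate alone reaching that limit, limit read from the data, passing the limit was not always enough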;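 further: myotubes were challenged with 10 µM simvastatin during compound exposure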
# LGR2 antag: inhibitors of bursicon-induced LGR2 CRE-luciferase signal, primary screen, cell-based, HEK293, CRE-luciferase reporter, bursicon stimulation; 0.35% of 380,000 active; AID 720647, 2013; inhibition, % at 9.99 µM; bursicon-stimulated, 4 h; Drosophila bursicon receptor LGR2 (rickets);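 active means drop in luminescence signal, shown as inhibition above about 50% in the replicate tests, limit read from the data, passing the limit was not always enough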;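 further: agonist challenge used bursicon conditioned medium at about half maximal strength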
# FN deposit inh: inhibitors of fibronectin matrix deposition, primary screen, AH1F cells, Alexa488-fibronectin fluorescence, plate reader; AH1F fibroblasts, overnight; 0.086% of 350,000 active; inhibition, % at 12.6 µM; AID 743247, 2014;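 active means mean inhibition across replicates of 30% or more, regardless of how many single replicates reach that level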;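 further: positive control wells lacked labelled fibronectin entirely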
#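 Schedule: 1 h cell adhesion before compound, then overnight fibronectin incubation; test system: AH1F fibroblast monolayer depositing Alexa488-labelled fibronectin into matrix; quantity: 10000 AH1F cells per well; probe or stimulus: fluorescent fibronectin at 24 nM final; signal: fluorescence, ex 485 nm, em 525 nm; evaluation: percent inhibition as loss of matrix-bound fibronectin fluorescence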
# Casp6 inh: human caspase-6 inhibitors, primary screen, biochemical, VEID-R110 fluorescence, single point, set 2. purified caspase-6, Z-VEID-R110 cleavage fluorescence. inhibition, % at 12.5 µM. 0.53% of 350,000 active. AID 686996, 2013. P55212;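 active means mean inhibition across replicates at least about 35%, with every replicate also reaching that limit, limit read from the data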;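 further: 0% = median of neutral control wells and 100% = no fluorescence left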
# Target sequence (P55212 24-179 limits assumed): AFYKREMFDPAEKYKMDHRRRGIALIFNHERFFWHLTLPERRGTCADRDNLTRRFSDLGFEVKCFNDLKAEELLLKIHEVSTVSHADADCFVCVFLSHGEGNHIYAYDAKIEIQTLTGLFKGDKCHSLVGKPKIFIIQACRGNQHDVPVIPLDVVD
# Target sequence (P55212 194-293 limits assumed): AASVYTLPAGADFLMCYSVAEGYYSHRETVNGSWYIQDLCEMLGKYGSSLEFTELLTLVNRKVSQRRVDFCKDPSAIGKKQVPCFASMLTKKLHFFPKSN
# The depositor's hits bear a star; . = no result given; & = joins results of further samples.
SMILES,SIRT5 block,S100A4 MyoIIA,esBAF inh,Statin myotox sup,LGR2 antag,FN deposit inh,Casp6 inh
Cc1onc(-c2ccccc2)c1C(=O)NCc1ccccc1F,-3,1,0,20,-7,3,1
OCC1(CO)COC(CCc2ccccc2)=N1,3,0,-11,9,-14,4,-4
CCOc1ccc(NC(=O)CC(NCc2ccccn2)C(=O)O)cc1 (stereo not drawn),-1,-1,.,.,-14,7,-2
CC1(C)Cc2c(cnn2-c2ccc(F)cc2)C(NC(=O)CCN2CCCC2=O)C1 (stereo not drawn),0,3,44*,0,-19,-2,-4
C[C@H](CO)N1C[C@H](C)[C@@H](CN(C)C(=O)Nc2ccc3c(c2)OCO3)OCCCC[C@H](C)Oc2ccc(NC(=O)CCCN(C)C)cc2C1=O,0,-12,-1,.,0,.,3
CC1(C)O[C@@H]2[C@H](O1)[C@@H](COS(=O)(=O)O)O[C@H]2n1cc(Br)c(=O)[nH]c1=O,8,-2,0,-21,14,12,-3
C[C@H]1CCCCO[C@@H](CN(C)Cc2ccc(C(F)(F)F)cc2)[C@@H](C)CN([C@@H](C)CO)C(=O)c2cc(NC(=O)Nc3ccc(F)cc3)ccc2O1,3,10,2,.,-32,0,-1
CCN(C(=O)c1cc2cccc(OC)c2oc1=O)c1ccccc1,.,.,-2,-9,16,.,.
Cc1cccc(CCNC(=O)CCc2nc(-c3ccccc3F)no2)c1,.,.,-5,47,16,.,.
C=CCn1c(=N)n(CC(=O)c2ccc(Cl)cc2)c2ccccc21,-5,-5,12,-16,-3,3,-2
CCOc1ccc(-c2cc(CCCC(=O)NCc3ccco3)no2)cc1,-2,-4,-64,-15,-31,0,1
CCn1ncc(C(=O)Nc2ccc([N+](=O)[O-])cc2OC)c1C,-2,-3,0,-6,.,-6,3
COCC#Cc1cnc2c(c1)C(=O)N([C@@H](C)CO)C[C@@H](C)[C@@H](CN(C)Cc1ccc(F)cc1)O2,0,1,-5,1,-6,-7,0
CCC(=O)N1[C@H](CO)[C@@H](c2ccc(-c3ccccc3OC)cc2)C12CN(C(C)=O)C2,-3,-12,.,.,-9,.,2
CCOC(=O)C1=C(C)N(CCCCCC(=O)O)C(=O)NC1c1ccc(Cl)cc1 (stereo not drawn),-5,2,-1,-12,.,12,-1
C[C@H](NC(=O)C[C@@H]1CC[C@@H]2[C@H](COc3ccc(NS(=O)(=O)c4ccc(Cl)cc4)cc3C(=O)N2C)O1)c1ccccc1,0,4,1,-8,17,-3,1
O=C(C[C@@H]1C=C[C@@H](NC(=O)NC2CCCC2)[C@H](CO)O1)NCc1ccc(F)cc1,0,-3,3,4,2,-10,1
CNC[C@@H]1Oc2ccc(NS(=O)(=O)c3cn(C)cn3)cc2CC(=O)N([C@H](C)CO)C[C@H]1C,-2,5,1,-1,16,6,-1
C[C@@H]1CN([C@H](C)CO)S(=O)(=O)c2ccc(-c3cncnc3)cc2O[C@@H]1CN(C)C,-4,10,7,16,-1,.,2
CCN(Cc1ccccc1)C(=O)Cn1c(=O)n(CC(=O)NCc2ccco2)c(=O)c2sccc21,.,.,-7,0,.,-1,.
C[C@H](CO)N1C[C@H](C)[C@H](CN(C)S(=O)(=O)c2cn(C)cn2)OCCCC[C@H](C)Oc2ccc(NC(=O)c3ccncc3)cc2C1=O,-2,0,4,.,1,.,-3
Nc1ccc(CSc2ccccc2)cc1,1,-7,54*,5,-64,4,-4
O=Cc1ccc(OCc2nnsc2Cl)cc1,5,-6,.,.,-4,7,0
Cc1cc2c(cc1C)-n1nnnc1C(N1CCN(c3ncccc3C#N)CC1)C(=O)N2 (stereo not drawn),-2,-10,.,.,-4,-7,0
On1c(-c2ccc(Cl)cc2)nc2ccccc21,3,-3,.,.,-55,5,3
CCN(CC)CCn1c(-c2ccc(C)cc2)nc(=S)c2c1CC(C)(C)OC2,0,-6,-7,-8,1,8,-7
CCCCCN1CC(=O)N2C(C)c3[nH]c4ccccc4c3C[C@H]2C1=O (stereo partly drawn),-5,-1,4,-20,-15,5,0
CC(Oc1ccccc1)c1ccnn1S(=O)(=O)c1ccccc1 (stereo not drawn),.,.,-7,10,.,9,.
Cc1cc(N2CCN(c3ccccn3)CC2)n2c(nc3ccccc32)c1C#N,.,.,0,7,.,5,.
Cc1ccc(S(=O)(=O)N(C)C[C@@H]2Oc3ccc(NC(=O)CCC(F)(F)F)cc3C(=O)N([C@@H](C)CO)C[C@@H]2C)cc1,0,-2,2,-20,-8,.,0
CC1CCCC(NC(=O)C2CCN(S(=O)(=O)N3CCOCC3)CC2)C1C (stereo not drawn),.,.,-11,15,.,-3,.
Cn1cc(C=O)c2cc(S(=O)(=O)N3CCOCC3)ccc21,-1,-4,.,.,3,2,2
Cn1nc([N+](=O)[O-])nc1Oc1ccc(C(C)(C)C)cc1,-2,-5,.,.,-17,2,1
Cc1nnc(SCC(=O)N2CCCc3ccccc32)[nH]c1=O,.,.,0,2,.,-11,.
C[C@H](CO)N1C[C@H](C)[C@@H](CN(C)C(=O)CCCN(C)C)OCCCC[C@H](C)Oc2ccc(NS(=O)(=O)c3ccccc3)cc2C1=O,-3,-8,5,.,20,3,-2
Cc1sc2nc(CSCC(=O)Nc3c(F)cccc3F)[nH]c(=O)c2c1C,-6,-11,0,4,14,5,1
CCOC(=O)C1=C(C)N(CCCC(=O)NCc2ccc3c(c2)OCO3)C(=O)NC1c1ccc(Br)cc1 (stereo not drawn),.,-4,.,.,-6,8,1
Cc1ccc(CN(C)c2nc(-c3cccnc3)nc3ccccc23)o1,5,6,2,-14,0,3,-2
COc1ccc(CNC(=O)C2CCN(c3nc(OC)nc(OC)n3)CC2)cc1,.,.,-4,10,-3,.,.
CC1CCCCC1NC(=O)COC(=O)c1c2c(nc3ccccc13)/C(=C\c1ccco1)CC2 (stereo not drawn),0,-4,5,4,.,.,3

# No new results follow: an excerpt of the list.
SMILES,SIRT5 block,S100A4 MyoIIA,esBAF inh,Statin myotox sup,LGR2 antag,FN deposit inh,Casp6 inh
Cc1cc(N2CCN(c3ccccn3)CC2)n2c(nc3ccccc32)c1C#N,.,.,0,7,.,5,.
Cc1ccc(S(=O)(=O)N(C)C[C@@H]2Oc3ccc(NC(=O)CCC(F)(F)F)cc3C(=O)N([C@@H](C)CO)C[C@@H]2C)cc1,0,-2,2,-20,-8,.,0
CC1CCCC(NC(=O)C2CCN(S(=O)(=O)N3CCOCC3)CC2)C1C (stereo not drawn),.,.,-11,15,.,-3,.
Cn1cc(C=O)c2cc(S(=O)(=O)N3CCOCC3)ccc21,-1,-4,.,.,3,2,2
Cn1nc([N+](=O)[O-])nc1Oc1ccc(C(C)(C)C)cc1,-2,-5,.,.,-17,2,1

# Remaining list, next part
SMILES,SIRT5 block,S100A4 MyoIIA,esBAF inh,Statin myotox sup,LGR2 antag,FN deposit inh,Casp6 inh
C[C@@H]1CCCCO[C@H](CN(C)S(=O)(=O)c2ccc(F)cc2)[C@H](C)CN([C@@H](C)CO)C(=O)c2cc(NC(=O)Nc3ccc(C(F)(F)F)cc3)ccc2O1,-1,-7,3,.,5,-1,3
COC(=O)C[C@H]1CC[C@H]2[C@@H](COc3ccc(NC(=O)Nc4ccc(Cl)cc4)cc3C(=O)N2C)O1,.,.,1,2,-6,-2,.
C[C@@H]1CCCCO[C@@H](CN(C)C(=O)C2CCCCC2)[C@@H](C)CN([C@@H](C)CO)C(=O)c2cc(NC(=O)Nc3ccc(F)cc3)ccc2O1,4,1,3,.,9,.,0
O=C1CCCCCN1C(=O)c1ccccc1,.,3,-2,-5,10,1,3
COc1ccc(Nc2nc3cc(-c4ccsc4)sc3c(=O)n2C)cc1OC,2,-5,30,-16,-16,.,3
COc1ccc(-c2ccc(C3[C@@H]4CN(Cc5ccccn5)C[C@H]3N4)cc2)cc1 (stereo partly drawn),0&-3,1&4,.,.,-9&-2,-3&0,1&2
O=C1C2C3C=CC(CNS(=O)(=O)c4ccccc4[N+](=O)[O-])(O3)C2C(=O)N1c1ccccc1 (stereo not drawn),0,-3,.,.,-9,16,-1
CC(=O)N(C)C[C@H]1[C@@H](c2ccc(-c3ccc(F)cc3)cc2)[C@@H](CO)N1C(C)=O,4,-2,-2,14,7,-17,-1
C[C@H](CO)N1C[C@H](C)[C@@H](CN(C)S(=O)(=O)c2ccccc2)OCCCC[C@H](C)Oc2ccc(NC(=O)Nc3ccc(C(F)(F)F)cc3)cc2C1=O,7,22,-5,.,-3,-4,2
COCC(=O)N(C)C[C@H]1[C@H](c2ccccc2)[C@@H](CO)N1C(=O)Cc1ccncc1,20*,6,1,5,6,-2,-3
C[C@H](O)[C@@H]1CN2CCc3c([nH]c4ccccc34)[C@@H]2C[C@@H]1N(C)C(=O)Nc1ccc(Br)cc1,2,-2,11,-14,-14,-4,-3
CCn1c(C)cc(C(=O)COC(=O)CNC(=O)c2ccco2)c1C,.,15,0,3,-6,4,1
Cc1cc(C)cc(NC(=O)c2cc(C)nc3ccccc23)c1,-29,3,-9,12,0,0,-4
O=C(CC1C(=O)NCCN1CCCc1ccccc1)NCCc1ccccc1Cl (stereo not drawn),15*,-4,1,11,-8,10,-1
CC(C)OC(=O)CSc1nnc(SCc2cccc3ccccc23)s1,.,.,-8,-14,.,0,.
Cc1ccc(N2C(=O)N(CC(=O)Nc3cc(F)ccc3C)C(=O)C2C)cc1 (stereo not drawn),-9,-17,-9,7,4,-5,-2
C=CCNc1cccc2c1S(=O)(=O)N[C@@H](C)CO2,11,-1,.,.,6,9,-2
Cc1cc(OCC(=O)NCCc2ccc(Cl)cc2)c2c(C)cc(=O)oc2c1,-8,-7,2,-18,4,6,-4
Cc1ccc(S(=O)(=O)Nc2ccc(N3CCOCC3)cc2)cc1C,-7,-1,-1,-1,1,3,.
Clc1cccc(N2CCN(Cc3nc(-c4ccccc4)no3)CC2)c1,0,-1,4,-1,-23,-12,-1
Cc1ccc(S(=O)(=O)N2CCN(C(=O)c3ccc4ccccc4n3)CC2)c(C)c1,5,-1,58*,2,-69,7,6
Cc1cc(C)cc(N(C(=O)Cc2cccs2)C(C(=O)NC2CCCC2)c2ccc(C)o2)c1 (stereo not drawn),-7,5,-5,-21,-2,.,-1
Cc1ccc(S(=O)(=O)N2CCN(C(=O)COC(=O)c3ccc(O)cc3)CC2)c(C)c1,-2,-4,-12,-6,4,.,1
COc1cccc(-n2c(Cc3cc(=O)[nH]c(=O)[nH]3)nnc2SCC(=O)N2CCC(C)CC2)c1,.,.,-1,-22,.,-23,.
CCCNC(=O)C[C@H]1CC[C@H]2[C@@H](COC[C@H](O)CN2C(=O)c2cccnc2)O1,2,-15,3,-28,1,1,-1
COc1cc(CN2CC3(CCN(S(=O)(=O)c4cccc(F)c4)CC3)c3c([nH]c4cc(OC)ccc34)[C@H]2CO)cc(OC)c1,-2,-32,.,.,7,.,-4
C=CCN1C(C(=O)c2ccccc2)=C(OC(=O)COc2ccccc2)c2ccccc2S1(=O)=O,.,0,.,.,9,-1,3
O=C(Cc1ccncc1)N1CC(=O)N2[C@H](CO)[C@H](c3ccc(Br)cc3)[C@@H]2C1,0,-17,.,.,28,7,1
COc1cc(C2C(C#N)=C(N)Oc3n[nH]c(C)c32)cc2c1OCO2 (stereo not drawn),.,.,6,6,.,1,.
Cc1ccc(S(=O)(=O)/N=C/c2c(O)ccc3ccccc23)cc1,-2,0,-3,34,12,-14,9

# Only part of the results is shown; the hit share may differ from the screen's.
